High-throughput results (PubChem)
HSF1 activator – increases HSF-1 driven luciferase reporter signal | activation, % at 9 µM | NIH3T3-HGL HSF-1 luciferase reporter, MG132, 8 h; 100% = twice DMSO control signal | actives 1.7% (n = 300,000);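 active means mean replicate activation of at least 50% with a set share of replicates each reaching 50%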;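 further: 0% = median of the neutral control wells and 100% = twice that signal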
GSK3 alpha inh – inhibitors of human GSK-3 alpha kinase; P49840; ADP-Glo luminescence, 60 min; inhibition, % at 10 µM; actives 0.1% (n = 320,000); AID 2650;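 in the data active means inhibition above about 50%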;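 further: GST-tagged GSK-3 alpha with peptide substrate and 25 µM ATP; 0% = DMSO neutral wells and 100% = GW8510 positive control wells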
Target sequence (P49840 whole entry, looked up): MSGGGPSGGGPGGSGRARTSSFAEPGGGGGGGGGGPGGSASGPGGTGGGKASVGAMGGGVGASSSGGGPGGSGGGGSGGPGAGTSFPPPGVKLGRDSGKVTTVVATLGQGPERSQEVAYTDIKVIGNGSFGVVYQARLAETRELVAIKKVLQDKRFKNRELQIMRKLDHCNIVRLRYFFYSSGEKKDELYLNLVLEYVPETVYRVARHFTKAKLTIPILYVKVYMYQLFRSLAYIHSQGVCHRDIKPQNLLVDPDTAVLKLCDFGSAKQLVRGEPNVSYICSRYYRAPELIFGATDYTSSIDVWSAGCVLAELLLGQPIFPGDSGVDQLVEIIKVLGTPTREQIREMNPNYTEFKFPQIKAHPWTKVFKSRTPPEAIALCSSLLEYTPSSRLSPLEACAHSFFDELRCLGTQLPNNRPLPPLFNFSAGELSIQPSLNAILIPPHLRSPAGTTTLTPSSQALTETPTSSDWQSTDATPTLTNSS
GSK3B inh – human GSK3beta kinase inhibition. GST-GSK3beta kinase, ADP-Glo luminescence, 60 min; hits give low values. activity score (negative = inhibition), % at 10 µM. actives 0.038% (n = 300,000). AID 2097;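 active means more than half of replicate wells score below -50%, meaning over 50% inhibition versus plate controls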;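 further: 0% = median DMSO wells and -100% = median GW8510 positive control wells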
Target sequence (P49841 whole entry, looked up): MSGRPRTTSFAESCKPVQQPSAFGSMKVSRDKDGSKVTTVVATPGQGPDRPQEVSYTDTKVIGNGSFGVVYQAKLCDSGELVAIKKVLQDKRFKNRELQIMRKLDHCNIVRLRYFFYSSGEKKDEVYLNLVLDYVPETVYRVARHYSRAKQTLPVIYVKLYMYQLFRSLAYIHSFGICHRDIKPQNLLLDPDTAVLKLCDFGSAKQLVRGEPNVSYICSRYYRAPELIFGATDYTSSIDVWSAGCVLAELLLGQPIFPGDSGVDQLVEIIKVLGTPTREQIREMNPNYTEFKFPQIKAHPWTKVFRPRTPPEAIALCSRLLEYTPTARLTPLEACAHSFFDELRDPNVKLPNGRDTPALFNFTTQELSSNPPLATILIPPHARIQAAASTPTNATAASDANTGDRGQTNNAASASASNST
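Assay system: GST-tagged human GSK3beta kinase, cell-free; Input: 1.6 ng GSK3beta; Medium: Tris/MgCl2 kinase buffer; Timing: 60 min enzyme reaction, room temperature; Signal: ADP-Glo luminescence quantifying ADP generated by kinase; Evaluation: score relative to plate controls; Benchmarks: DMSO neutral wells and GW8510 at 20 µM as positive.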
IEC-6 cytotox – counter-screen for KLF5 inhibitors: cytotoxicity in IEC-6 cells | actives 0.78% (n = 290,000) | inhibition, % at 5 µM | IEC-6 cytotoxicity, luminescence viability; in the data active means inhibition above about 22%;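 further: 0% = plate median of test compound wells and 100% = cytotoxic reference compound wells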
Dyrk1A ADPGlo – inhibitors of rat Dyrk1A kinase; AID 504441; inhibition, % at 12.5 µM; actives 0.43% (n = 310,000); ADP-Glo luminescence, NFATc1 peptide; in the data active means inhibition above about 50%;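 further: plate controls were vehicle with enzyme for no effect and no enzyme for full effect; many of its hits are not listed in these tables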
Platelet DG rel – modulates dense granule release in human platelets; inhibition, %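 (compounds screened at 7.5 µM in platelet-rich plasma)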; human platelet-rich plasma, SFLLRN dense granule ATP release, luminescence; actives 0.22% (n = 300,000);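 active means mean replicate score, as percent of positive control, at or above 50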
aSyn 5UTR inh – 5' untranslated region of α-synuclein, MLPCN primary screen | AID 1813 | actives 0.82% (n = 300,000) | inhibition, % (tested at 7.5 µM) | alpha-synuclein 5'UTR reporter, inhibitor activity; in the data active means inhibition above about 60%;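 further: H4 neuroglioblastoma cells stably carrying SNCA 5'UTR luciferase fusion; 0% = DMSO wells and 100% = positive control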
KLF5 inhibitor – kruppel-like factor 5 inhibition | DLD-1 KLF5 promoter-luciferase reporter, luminescence | inhibition, % at 5 µM | actives 0.23% (n = 290,000);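 active means inhibition above a per-plate limit of that plate's mean compound inhibition plus 3 SD, cut at about 60% in these data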;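 further: 0% = DMSO wells and 100% = LY294002 at 200 µM; higher means less KLF5 promoter-driven luciferase light; inactives centre near -14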
HSF1 inhib – HSF1 inhibition | NIH3T3-HGL HSE-luciferase, MG132-induced, luminescence 8 h; hits give low values | activity change, negative = inhibition, % at 7.5 µM (by protocol) | actives 0.77% (n = 300,000);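 active means more than half of replicate wells show activity change below -50%, luminescence cut by over half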;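 further: luciferase reports HSF-1 transcriptional activity via heat shock element; 0% = median of DMSO wells and -100% = zero luminescence signal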
HSP90 inh – blocks HSP90-mediated luciferase refolding in reticulocyte lysate. Rabbit reticulocyte lysate, luciferase refolding luminescence, 3 h. inhibition, % at 5.6 µM. actives 0.91% (n = 290,000). AID 1789;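 active means inhibition above the screen-wide mean plus 3 SD, computed separately per campaign, cut at about 16% in these data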;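 further: 0% = DMSO wells and 100% = 60 µM geldanamycin wells; inhibitors lower the luminescence because luciferase stays unfolded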
* marks the source's active call; other numbers are inactive results. This is a subset; the hit share may differ from the screen's.

For O=C(O)c1ccc(Nc2ncnc3scc(-c4ccccc4)c23)cc1 the results were HSF1 activator -11, GSK3 alpha inh 1, GSK3B inh 1, IEC-6 cytotox 0, Dyrk1A ADPGlo 1, Platelet DG rel 2, aSyn 5UTR inh 24, KLF5 inhibitor -16, HSF1 inhib -6 and HSP90 inh 2.
Screening CCCCOc1ccc(C(=O)CCN2CCOCC2)cc1 returned HSF1 activator 40, GSK3 alpha inh -2, GSK3B inh 0, IEC-6 cytotox -2, Dyrk1A ADPGlo 3, Platelet DG rel 2, aSyn 5UTR inh -7, KLF5 inhibitor -25, HSF1 inhib 17 and HSP90 inh 3.
Screening O=C(Cc1ccccc1Cl)NNC(=O)Nc1ccccc1 returned HSF1 activator 9, GSK3 alpha inh -2, GSK3B inh 4, IEC-6 cytotox 6, Platelet DG rel 8, aSyn 5UTR inh 18, KLF5 inhibitor 13, HSF1 inhib -1 and HSP90 inh 1.
Screening COc1ccc(C(=O)c2c(C)c3ccccc3n2CC(O)CNC(C)C)cc1 (stereo not drawn) returned HSF1 activator 2, GSK3B inh -4, IEC-6 cytotox 3, Dyrk1A ADPGlo 1, Platelet DG rel 1, aSyn 5UTR inh 23, KLF5 inhibitor -24, HSF1 inhib -3 and HSP90 inh -2.
`Cc1cccc(-n2cnc3cc(C(=O)N4CCc5ccccc54)ccc32)c1` gave HSF1 activator 10, GSK3 alpha inh -3, GSK3B inh 1, IEC-6 cytotox 8, Dyrk1A ADPGlo 1, Platelet DG rel 14, aSyn 5UTR inh -2, KLF5 inhibitor -12, HSF1 inhib -1 and HSP90 inh 1.
CN(C(=O)COC(=O)c1nn(C)c(=O)c2ccccc12)c1c(N)n(Cc2ccccc2)c(=O)[nH]c1=O was read as HSF1 activator -6, GSK3 alpha inh 0, GSK3B inh 1, Dyrk1A ADPGlo 7, Platelet DG rel 9, aSyn 5UTR inh -9 and HSF1 inhib 4.
Cc1occc1-c1nnc(SCC(=O)Nc2ccccc2N2CCCCC2)n1C was read as HSF1 activator 6, GSK3 alpha inh 7, GSK3B inh -1, IEC-6 cytotox 0, Dyrk1A ADPGlo 7, Platelet DG rel 1, aSyn 5UTR inh -3, KLF5 inhibitor 0, HSF1 inhib 0 and HSP90 inh -3.
For CCN(CC)CC(=O)Nc1sc2c(c1C(=O)c1ccccc1C)CCC2 the results were HSF1 activator -7, GSK3 alpha inh -4, GSK3B inh 2, IEC-6 cytotox -2, Platelet DG rel 4, aSyn 5UTR inh 13, KLF5 inhibitor -22, HSF1 inhib 6 and HSP90 inh -5.
CC1CN(C2=NC(=O)/C(=C3/C(=O)N(Cc4ccc(F)cc4)c4ccccc43)S2)CC(C)O1 (stereo not drawn) was read as HSF1 activator 11, GSK3 alpha inh -2, GSK3B inh 0, IEC-6 cytotox 2, Platelet DG rel 1, aSyn 5UTR inh -16, KLF5 inhibitor 9, HSF1 inhib 3 and HSP90 inh -1.
For C=CCn1c(-c2cccc(OC)c2OC)n[nH]c1=S the results were HSF1 activator -14, GSK3 alpha inh -1, GSK3B inh 3, IEC-6 cytotox 0, Dyrk1A ADPGlo -1, Platelet DG rel -25, aSyn 5UTR inh 5, KLF5 inhibitor -41, HSF1 inhib -5 and HSP90 inh 4.
`O=C(NNS(=O)(=O)c1ccccc1[N+](=O)[O-])c1cccnc1` gave HSF1 activator -8, GSK3 alpha inh 2, GSK3B inh 0, IEC-6 cytotox -2, Dyrk1A ADPGlo 8, Platelet DG rel 5, aSyn 5UTR inh 0, KLF5 inhibitor 0, HSF1 inhib -3 and HSP90 inh -1.
CNC(=O)NC(=O)C(C)OC(=O)c1c2c(nc3ccccc13)/C(=C/c1cccs1)CC2 (stereo not drawn) was read as HSF1 activator 60*, GSK3B inh 1, IEC-6 cytotox -1, Dyrk1A ADPGlo -5, Platelet DG rel -1, aSyn 5UTR inh -143, KLF5 inhibitor -14, HSF1 inhib 21 and HSP90 inh 1.
For CCN(c1ccc(NC(=O)c2ccc(Cl)nc2)cc1)C(C)C the results were GSK3 alpha inh -3, GSK3B inh 1, IEC-6 cytotox 69*, Dyrk1A ADPGlo -5, Platelet DG rel -1, aSyn 5UTR inh 18, KLF5 inhibitor 17 and HSP90 inh -2.
`COc1ccc(CCNC(=O)c2cccc([N+](=O)[O-])c2)cc1OC` gave HSF1 activator -88, GSK3 alpha inh -2, GSK3B inh 1, Dyrk1A ADPGlo -1, Platelet DG rel 0, aSyn 5UTR inh 20 and HSF1 inhib -87*.
For COc1ccc(-c2csc3ncnc(N4CCN(Cc5ccccc5)CC4)c23)cc1 the results were HSF1 activator 3, GSK3 alpha inh 2, GSK3B inh 0, IEC-6 cytotox 4, Dyrk1A ADPGlo -2, Platelet DG rel -2, aSyn 5UTR inh 7, KLF5 inhibitor -28, HSF1 inhib 11 and HSP90 inh 4.
`CCOC(=O)CC1C(=O)NCCN1S(=O)(=O)c1ccccc1` (stereo not drawn) gave HSF1 activator -7, GSK3 alpha inh -1, GSK3B inh 0, IEC-6 cytotox -5, Dyrk1A ADPGlo -1, Platelet DG rel 0, aSyn 5UTR inh -16, KLF5 inhibitor -24, HSF1 inhib -3 and HSP90 inh 2.
COc1ccc(NC(=O)NCCN2CCN(c3cccc(Cl)c3)CC2)cc1 was read as HSF1 activator -24, GSK3 alpha inh -3, GSK3B inh 2, IEC-6 cytotox -3, Dyrk1A ADPGlo -3, Platelet DG rel 0, aSyn 5UTR inh -1, KLF5 inhibitor -23, HSF1 inhib -7 and HSP90 inh -2.
`COC(=O)c1cc(C(=O)OCC(=O)N(C)c2ccccc2)cc([N+](=O)[O-])c1` gave HSF1 activator -4, GSK3 alpha inh 1, GSK3B inh -4, IEC-6 cytotox 0, Dyrk1A ADPGlo 1, Platelet DG rel 3, aSyn 5UTR inh 0, KLF5 inhibitor -3, HSF1 inhib -11 and HSP90 inh 3.
O=C(NC(Cc1ccccc1)C(=O)N1CCCCC1)c1ccccc1 (stereo not drawn) was read as HSF1 activator -4, GSK3 alpha inh -4, GSK3B inh 2, Dyrk1A ADPGlo 3, Platelet DG rel 18, aSyn 5UTR inh 3 and HSF1 inhib 5.
`CCN(CC(=O)Nc1c(F)cccc1F)C(=O)c1cc(S(=O)(=O)NCc2ccccc2)ccc1C` gave HSF1 activator 14, GSK3 alpha inh 0, GSK3B inh 0, Dyrk1A ADPGlo 13, Platelet DG rel -16, aSyn 5UTR inh 11 and HSF1 inhib 6.
For Cc1ccc2nc(/C(C#N)=C\c3ccc(Oc4ccc(C(F)(F)F)cc4[N+](=O)[O-])cc3)[nH]c2c1 the results were HSF1 activator 29, GSK3 alpha inh -2, GSK3B inh 3, IEC-6 cytotox 4, Dyrk1A ADPGlo -3, Platelet DG rel 8, aSyn 5UTR inh -39, KLF5 inhibitor 13, HSF1 inhib 19 and HSP90 inh -1.
`COc1cc(S(=O)(=O)N2CCCCC2)ccc1NC(C)=O` gave HSF1 activator 5, GSK3 alpha inh -1, GSK3B inh 0, IEC-6 cytotox 0, Dyrk1A ADPGlo -3, Platelet DG rel 4, aSyn 5UTR inh 8, KLF5 inhibitor -6, HSF1 inhib -5 and HSP90 inh 0.
`CCOc1ccc(N2CC(=O)Nc3ccccc3NCC2=O)cc1` gave HSF1 activator 26, GSK3 alpha inh 2, GSK3B inh -6, IEC-6 cytotox 0, Dyrk1A ADPGlo 2, Platelet DG rel -2, aSyn 5UTR inh -19, KLF5 inhibitor -15, HSF1 inhib -2 and HSP90 inh 3.
`Cc1ccccc1-n1nnnc1SCc1csc(-c2ccccc2)n1` gave HSF1 activator -1, GSK3 alpha inh -3, GSK3B inh 0, IEC-6 cytotox -2, Dyrk1A ADPGlo -4, Platelet DG rel 0, aSyn 5UTR inh -4, KLF5 inhibitor 9, HSF1 inhib 4 and HSP90 inh 2.
Screening CC(C)CC(COCc1ccc([N+](=O)[O-])cc1)N1CCN(C(=O)c2ccc(C(F)(F)F)cc2)CCC1=O (stereo not drawn) returned HSF1 activator 43, GSK3 alpha inh 3, GSK3B inh 1, IEC-6 cytotox -2, Dyrk1A ADPGlo 3, Platelet DG rel 5, aSyn 5UTR inh 21, KLF5 inhibitor -10, HSF1 inhib 14 and HSP90 inh 3.
Cc1ccc2ccc(C(Nc3ccccn3)c3ccccc3)c(O)c2n1 (stereo not drawn) was read as HSF1 activator -4, GSK3B inh -1, IEC-6 cytotox 6, Dyrk1A ADPGlo 2, Platelet DG rel -3, aSyn 5UTR inh -16, KLF5 inhibitor -33, HSF1 inhib -7 and HSP90 inh 2.
For CCN1CCN(C(=O)CN(Cc2ccccc2)S(C)(=O)=O)CC1 the results were HSF1 activator -47, GSK3 alpha inh 0, GSK3B inh 5, IEC-6 cytotox -11, Dyrk1A ADPGlo 0, Platelet DG rel 0, aSyn 5UTR inh 3, KLF5 inhibitor -16, HSF1 inhib -29 and HSP90 inh -5.
Screening Cc1cc(/C=C(\C#N)C(=O)Nc2ccccc2)c(C)n1-c1cccnc1 returned HSF1 activator 58*, GSK3 alpha inh -3, GSK3B inh -2, IEC-6 cytotox 15, Dyrk1A ADPGlo 0, Platelet DG rel 5, aSyn 5UTR inh -143, KLF5 inhibitor -17, HSF1 inhib 23 and HSP90 inh -1.
`CCN(CC)C(=O)Oc1cc2c(-c3cc4cccc(OC)c4o3)cc(=O)oc2cc1C` gave HSF1 activator -6, GSK3 alpha inh 1, GSK3B inh 3, IEC-6 cytotox -1, Dyrk1A ADPGlo 0, Platelet DG rel 1, aSyn 5UTR inh -19, KLF5 inhibitor 5, HSF1 inhib -6 and HSP90 inh -4.
CN(C(=O)CN1C(=O)/C(=C/c2ccc(F)cc2)SC1=S)C1CCS(=O)(=O)C1 (stereo not drawn) was read as HSF1 activator 5, GSK3 alpha inh -2, GSK3B inh -2, IEC-6 cytotox 10, Platelet DG rel -3, aSyn 5UTR inh 10, KLF5 inhibitor -32, HSF1 inhib 7 and HSP90 inh -3.
`O=C(c1nn(Cc2ccccc2)c(=O)c2ccccc12)N1CCN(C/C=C/c2ccccc2)CC1` gave HSF1 activator 0, GSK3 alpha inh -7, GSK3B inh 0, IEC-6 cytotox 4, Dyrk1A ADPGlo -1, Platelet DG rel 12, aSyn 5UTR inh 0, KLF5 inhibitor -23, HSF1 inhib 2 and HSP90 inh 5.
Screening C/C(=N\OC(=O)c1ccccc1F)c1nccs1 returned HSF1 activator -6, GSK3 alpha inh 3, GSK3B inh -1, IEC-6 cytotox 2, Dyrk1A ADPGlo 6, Platelet DG rel -1, aSyn 5UTR inh 4, KLF5 inhibitor -31, HSF1 inhib 2 and HSP90 inh -3.
CCCn1ncc(CN2CCN(Cc3ccsc3)C(CCO)C2)c1C (stereo not drawn) was read as HSF1 activator 0, GSK3B inh 3, IEC-6 cytotox -1, Dyrk1A ADPGlo -13, Platelet DG rel -3, aSyn 5UTR inh -20, KLF5 inhibitor 11, HSF1 inhib -2 and HSP90 inh 0.
Screening CC1(C)CC(=O)C2=C(C1)OC1OC(=O)CC21C (stereo not drawn) returned HSF1 activator -11, GSK3 alpha inh 0, GSK3B inh 0, IEC-6 cytotox -3, Dyrk1A ADPGlo 2, Platelet DG rel -4, aSyn 5UTR inh 14, KLF5 inhibitor 11, HSF1 inhib -7 and HSP90 inh -2.
